TbREL1 primary = TbREL1 inhibition, primary screen; P86926; TbREL1 RNA ligation, FRET fluorescence; inhibition, % at 9.66 µM; actives 0.49% (n = 89,000);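 active = inhibition above the mean inhibition across all screened compounds plus 3 SD, cut at about 11% in these data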;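 note: 0% = plate median of test wells and 100% = NSC42067 control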
Target sequence (P86926 whole entry, looked up): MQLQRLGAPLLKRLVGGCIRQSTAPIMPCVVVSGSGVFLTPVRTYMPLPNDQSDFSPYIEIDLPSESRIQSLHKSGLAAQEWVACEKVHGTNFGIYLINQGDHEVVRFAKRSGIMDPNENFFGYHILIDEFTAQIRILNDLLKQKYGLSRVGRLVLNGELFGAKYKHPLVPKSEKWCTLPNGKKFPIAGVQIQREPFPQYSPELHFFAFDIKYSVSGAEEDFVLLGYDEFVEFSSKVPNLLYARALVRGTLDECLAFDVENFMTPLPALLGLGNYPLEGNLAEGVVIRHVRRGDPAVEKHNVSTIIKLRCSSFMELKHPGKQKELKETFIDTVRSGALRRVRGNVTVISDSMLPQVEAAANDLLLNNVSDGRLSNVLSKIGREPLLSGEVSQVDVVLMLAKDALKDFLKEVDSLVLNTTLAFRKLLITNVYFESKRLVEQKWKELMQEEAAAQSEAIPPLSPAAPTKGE
* marks the source's active call; other numbers are inactive results. An excerpt. The share of hits here may be higher or lower than overall.

Compound | TbREL1 primary
CC1CCC2C(=O)N(c3cccc(OS(=O)(=O)c4ccccc4)c3)C(=O)C2C1 (stereo unspecified) | -1.9
O=C(NCCc1ccccc1)C1CCCN(S(=O)(=O)c2cccs2)C1 (stereo unspecified) | -2.4
O=C(Nc1ccc(N2C(=O)C3C4C=CC(C4)C3C2=O)cc1)Nc1nncs1 (stereo unspecified) | -2.9
Cc1ccc(-n2c(=O)c(C#N)cc3c(=O)n4cccc(C)c4nc32)cc1 | 1.7
COc1cccc(/C=C2\N=C(C3CCCCC3)OC2=O)c1OC | -1.8
Cc1ncccc1C(=O)N1CCCC(c2cc(C(=O)Nc3ccc(C(C)(C)C)cc3)no2)C1 (stereo unspecified) | 1.9
CCOC(=O)c1c(C)[nH]c(C(=O)COC(=O)CNC(=O)c2ccc(Cl)cc2Cl)c1C | -3.5
COc1ccc(-c2c(-c3cc(OC)cc(OC)c3)n(C)c3ccc(-c4ccc(OC)cc4F)cc23)cc1 | 1.1
Cc1ccc(N2CC(C(=O)Nc3nc4ccc(S(C)(=O)=O)cc4s3)CC2=O)cc1C (stereo unspecified) | 1.2
Cc1c(CC(=O)N[C@@H](C)C(=O)O)c(=O)oc2cc3occ(-c4ccccc4)c3cc12 | -3.6
Clc1ccc(SCc2cc(N3CCOCC3)nc(-c3ccccn3)n2)cc1 | -1.4
O=[N+]([O-])c1ccc(N2CCOCC2)cc1N1CCCCC1 | -0.8
CC1(C(=O)NCCN2CCOCC2)C=CC2(CCCCC2)N1C(=O)c1ccccc1 (stereo unspecified) | -1.6
COC(=O)c1cccc(NC(=O)C2COc3ccccc3O2)c1C (stereo unspecified) | -1.4
CC(C)Oc1ccc(/C=C(/NC(=O)c2ccccc2)C(=O)NC(Cc2ccccc2)C(=O)O)cc1 (stereo unspecified) | 0.6
O=c1cccccc1NN=C1CCCCC1 | -3.4
Cc1cccc(C2N=C(N)Nc3nc4ccccc4n32)c1 (stereo unspecified) | -0.8
O=S(=O)(O)c1cc2oc(-c3ccccc3)nc2c2ccccc12 | -2.9
Cc1c(C2Nc3ccccc3C(=O)N2O)cnn1C (stereo unspecified) | 1.6
COc1ccccc1CC1(C)C(=O)Nc2ccc(S(=O)(=O)NC3CCCCC3)cc21 (stereo unspecified) | 4.3
COc1cccc(CNC(=O)c2ccc(S(=O)(=O)N3CCCCC3)cc2)c1 | -0.7
CCN(C(=O)CN1CCN(c2nc(-c3ccccc3)cs2)CC1)c1ccccc1C | -7.8
O=C(NC1=NCCS1)c1csc2ccccc12 | -1.5
CCOC(=O)C1CCN(c2c(Nc3cc(C)cc(C)c3)c(=O)c2=O)CC1 | -4.6
FC(F)(F)c1ccccc1NC(=S)Nc1cccc(Cl)c1 | 8.6
Cc1cccc([C@@H]2[C@@H]3C(=O)N(Cc4ccccc4)C(=O)[C@@H]3[C@]3(Cc4ccccc4)C(=O)N(c4ccc(C(F)(F)F)cc4)C(=O)N23)c1 | 2.5
CCCCOC(=O)c1ccc(OC(=O)c2cccnc2)cc1 | 5.5
Cc1ccc(C(=O)OCC(=O)Nc2ccccc2)cc1S(=O)(=O)N1CCCCC1 | 7.5
O=C(COC(=O)CNS(=O)(=O)c1ccc(Br)cc1Cl)NC1CC1 | 2.1
CN(C)[C@H]1CCN(c2ccc3c(c2)OCCCN(C2CC2)S3(=O)=O)C1 | -0.1
CCC1NC(=O)c2cccnc2-n2c1nc1ccc(F)cc1c2=O (stereo unspecified) | 7.0
COc1cc(O)oc1C=Nc1ccc(Cl)cc1Cl | 1.9
N#CCCNCC1(c2ccccc2)CCCC1 | 0.2
COCCCN1C(=O)C(CC(=O)NCCN2CCOCC2)CC(C(=O)N(C)C)=C1C (stereo unspecified) | -0.3
COc1ccc(CCNC(=O)CN2C(=O)NC3(CCOc4ccccc43)C2=O)cc1 (stereo unspecified) | 0.6
CCCCn1cnc2sc(-c3ccccc3)cc2c1=O | 2.1
CC(=O)Nc1cc2c(cc1C(=O)c1ccc(C)cc1)OCCO2 | 4.0
CC(Sc1ccccc1)C(=O)NCC(c1ccco1)N1CCCCC1 (stereo unspecified) | -2.0
CCC(C)CN1C(=O)CSCC1(C)C(=O)Nc1ccc2c(c1)OCCO2 (stereo unspecified) | -1.7
COc1ccc(CCCNC(=O)C2(C)Cc3c(-c4ccc5c(c4)OCO5)ccnc3O2)cc1 (stereo unspecified) | -2.9

Some of the entries so far, as labelled records.
O=C(NC1=NCCS1)c1csc2ccccc12
  TbREL1 primary: -1.5
CCOC(=O)C1CCN(c2c(Nc3cc(C)cc(C)c3)c(=O)c2=O)CC1
  TbREL1 primary: -4.6

Other entries.
Compound | TbREL1 primary
COc1ccc(-c2csc(NC(=O)c3ccc(S(=O)(=O)N4CCc5ccccc5C4)cc3)n2)cc1 | -3.6
CCCCNC(=O)c1ccc2c(c1)S(=O)(=O)c1ccccc1C2=O | -0.1
Clc1ccc(-c2cc(-c3nnc4sc(Cc5cccs5)nn34)[nH]n2)cc1 | 1.1
O=S1(=O)CCOC[C@H](Cc2ccccc2)N1Cc1cccc(C(F)(F)F)c1 | 5.9
COc1cccc(-c2csc3ncnc(Sc4nnnn4C)c23)c1 | -1.9
O=C(NCCc1ccccc1)OCc1cn(Cc2ccc(Cl)cc2)nn1 | -2.0
Cn1ncc2c(NNC(=O)c3ccc(Cl)cc3Cl)ncnc21 | 1.0
CCN1C(=O)[C@H]2[C@@H](c3ccc(-c4ccccc4)cc3)N[C@@](C)(C(=O)OC)[C@H]2C1=O | 2.1
COc1cc2c3nc4n(c(=O)c3n(CC(=O)NCC3CCCO3)c2cc1OC)CCS4 (stereo unspecified) | 1.0
Cc1ccc(-c2nnn(CC(=O)N(CC(=O)NC3CCCC3)c3cccc(F)c3)n2)o1 | 0.7
Cn1c(=O)c(=O)n(C)c2cc(S(=O)(=O)N3CCN(CCO)CC3)ccc21 | 5.6
Cc1csc(NC(=O)C2CCCN(S(=O)(=O)c3ccc4c(c3)oc(=O)n4C)C2)n1 (stereo unspecified) | -1.2
O=C(Nc1ccc(F)cc1F)c1cccc(C(=O)Nc2ccc(F)cc2F)n1 | 1.7
Cc1ccc(S(=O)(=O)NC(CC(C)C)C(=O)N2CCOCCOCCOCC2)cc1 (stereo unspecified) | -0.9
COc1ccc(OC)c(-n2c(-c3ccc(O)cc3O)n[nH]c2=S)c1 | -4.4
Cc1occc1-c1nnc(SCC(=O)N2CCCc3ccccc32)n1Cc1ccco1 | -4.1
O=C(CNC(=O)c1cccc([N+](=O)[O-])c1)NC1CCCc2ccccc21 (stereo unspecified) | -1.3
Cc1cccc(C(=O)Nc2nnc(S(=O)(=O)N3CCCCCC3)s2)c1 | 0.5
COc1cc2c(C#N)c(N3CCCCC3)nc(N)c2c(N)n1 | 6.1
CC(C)N1CCCCC(NC(=O)c2ccc(Cl)cc2Cl)C1=O (stereo unspecified) | 5.4

Filtered by structure: the compounds so far with an aryl thioether with sulfur outside any ring.
Compound | TbREL1 primary
Clc1ccc(SCc2cc(N3CCOCC3)nc(-c3ccccn3)n2)cc1 | -1.4
CC(Sc1ccccc1)C(=O)NCC(c1ccco1)N1CCCCC1 (stereo unspecified) | -2.0
COc1cccc(-c2csc3ncnc(Sc4nnnn4C)c23)c1 | -1.9
Cc1occc1-c1nnc(SCC(=O)N2CCCc3ccccc32)n1Cc1ccco1 | -4.1

(continued)
Compound | TbREL1 primary
c1ccc(N2CCN(c3ncccn3)CC2)cc1 | -2.7
CCc1nc2ccc(C(=O)NCCOc3ccc(OC)cc3)cn2c1N(C)C(=O)COc1ccccc1 | -4.3
C[C@@H](OC(=O)c1[nH]cnc1C(=O)NCc1ccc(CNC(=O)OC(C)(C)C)cc1)c1ccccc1 | -2.7
COc1ccccc1-c1noc(CCC(=O)NC2CCCCC2)n1 | 0.5
FC(F)(F)c1cccc(OCc2noc(-c3ccsc3)n2)c1 | 2.1
CC1C(c2ccccc2)=Nn2c(=O)n(-c3ccccc3)c(=O)n21 (stereo unspecified) | 2.5
CNS(=O)(=O)c1cnccc1N1CCN(c2cccc(C(F)(F)F)c2)CC1 | -5.9
CCCCNc1c(-c2ccc(-c3ccc(C(C)=O)cc3)c(OC)c2)nc2cc(C)ccn12 | -4.8
C/C(=N\NC(=O)C(C)n1nc(C)c([N+](=O)[O-])c1C)c1ccccc1O (stereo unspecified) | -0.1
C=CC[C@@H](CC(=O)N(CCO)Cc1ccccc1)C(=O)NC[C@@H](OC(=O)[C@@H](CC=C)Cc1ccc(F)cc1)c1ccccc1 | -0.6
O=C(c1cccn(Cc2ccc(C(F)(F)F)cc2)c1=O)N1CCOCC1 | -2.7
Cc1ccc(S(=O)(=O)NCc2ccccc2)cc1C(=O)N(C)CC(=O)Nc1c(Cl)cccc1Cl | -3.3
Cc1ccccc1CN1C(=O)c2ccccc2C1c1nnnn1-c1ccc2c(c1)OCCO2 (stereo unspecified) | 2.0
COc1cccc(C2=NOC(C(=O)Nc3c(C)n(C)n(-c4ccccc4)c3=O)C2)c1 (stereo unspecified) | 1.3
Cc1ccc(NC(=O)c2cncc(Br)c2)c(O)c1 | -0.7
Cc1cc(C)nc(N2CCC(C(=O)NCCc3ccccc3)CC2)n1 | 4.0
Cc1cc(C)c2nc(SCC#N)cc(C)c2c1 | 1.8
CCOc1ccc(-n2c(SCC(=O)Nc3ccc(S(=O)(=O)Nc4nccs4)cc3)nnc2-c2ccccc2)cc1 | -4.1
Cc1ccc(C)c2[nH]c(=O)c(CCNC(=O)CC(C)(C)C)cc12 | 3.2
COc1ccc([C@H]2C[C@H](O)[C@@H](n3cc(-c4ccc(F)cc4)nn3)CN2C(=O)c2cccs2)cc1 | -2.2

Look-ups from the entries so far.
In TbREL1 primary, `Cc1ccc(S(=O)(=O)NCc2ccccc2)cc1C(=O)N(C)CC(=O)Nc1c(Cl)cccc1Cl` is listed with -3.3
In TbREL1 primary, `COc1ccc([C@H]2C[C@H](O)[C@@H](n3cc(-c4ccc(F)cc4)nn3)CN2C(=O)c2cccs2)cc1` is listed with -2.2
In TbREL1 primary, `CCCCNc1c(-c2ccc(-c3ccc(C(C)=O)cc3)c(OC)c2)nc2cc(C)ccn12` is listed with -4.8
In TbREL1 primary, `CCc1nc2ccc(C(=O)NCCOc3ccc(OC)cc3)cn2c1N(C)C(=O)COc1ccccc1` is listed with -4.3
In TbREL1 primary, `CNS(=O)(=O)c1cnccc1N1CCN(c2cccc(C(F)(F)F)c2)CC1` is listed with -5.9

(continued)
Compound | TbREL1 primary
COC(=O)c1ccccc1C(=O)N1CCCC(C(=O)c2ccc(OC)c(OC)c2)C1 (stereo unspecified) | 1.5
Cn1cccc1C(=O)NC(=O)COC(=O)Cc1coc2ccc3ccccc3c12 | 0.0
Cc1ccc(N2C(=O)C3C(C2=O)N2C(c4cccs4)C4C(=O)N(c5ccc(C)cc5)C(=O)C4N2C3c2cccs2)cc1 (stereo unspecified) | 3.0
Cc1ccc(C(=O)N2CCCC(Nc3ccc(C)c(C)c3)C2)c(=O)[nH]1 (stereo unspecified) | -6.4
CC(=O)NC(C)(c1ccccc1)c1nc(-c2cccc(C#N)c2)cs1 (stereo unspecified) | -0.3
COc1ccc(NC(=O)CN2CCC(Cc3ccccc3)CC2)cc1S(=O)(=O)N1CCOCC1 | 1.0
COc1ccc(NS(=O)(=O)c2cc(NC(=O)c3cccc(OCc4c(C)noc4C)c3)ccc2OC)cc1 | 5.5
c1ccc(-c2noc(C34CC5CC(CC(C5)C3)C4)n2)cc1 | 3.2
Cc1ccc(NC(=O)c2cccc(NC(=O)/C=C/c3ccco3)c2)cc1C | -1.7
Cc1ccc(S(=O)(=O)N(C)C)cc1NC(=O)COC(=O)COc1ccccc1[N+](=O)[O-] | -2.2
Cc1ccc(N(O)C(=O)OCCNC(=O)Nc2ccccc2)cc1 | -3.0
COc1cc(C(C(=O)NC(C)(C)C)N(C(=O)CNC(=O)c2cccs2)c2ccccc2)cc(OC)c1OC (stereo unspecified) | 0.8
COc1ccc(N(C)S(=O)(=O)c2ccc(C)cc2)c([N+](=O)[O-])c1 | 1.9
NC(=O)C[C@@H]1NC(=O)CNC(=O)c2cc([N+](=O)[O-])cc(I)c2NCCC(C(N)=O)NC1=O (stereo partly specified) | 6.3
Cn1c(SCC(=O)Nc2ccccc2)nnc1C(F)(F)F | 6.3
CCOc1ccc2c(c1)sc(N)[n+]2Cc1cc(C)cc2cccnc12 | 7.0
CC(=O)NCC(=O)NNC1CC(=O)N(c2cccc(Cl)c2)C1=O (stereo unspecified) | 4.0
Cc1nnc(NN)n(N)c1=O | 2.9
CC1CCN(C(=O)c2[nH]cnc2C(=O)N2CCN(c3ccccc3)CC2)CC1 | 2.5
COc1ccccc1C(=O)NCCN1CCCC1 | 0.0
Cc1cccc(OCCCC(=O)NCC(=O)Nc2cccc(C)c2C)c1 | -0.6
C=CCNC(=O)N1CCN(Cc2nc3ccccc3c(=O)[nH]2)CC1 | -0.1
Cc1ccc(S(=O)(=O)N2CCN(C(=O)COC(=O)c3nc(Cl)ccc3Cl)CC2)c(C)c1 | -1.0
O=C(N/N=C/c1ccc(OCC(=O)N2CCCCC2)cc1)c1ccccc1 | 2.1
CSc1ccc(Cn2c(C)c(C(=O)NCc3ccccc3C(F)(F)F)sc2=O)cc1 | 0.2
COc1cccc(C(=O)/C=C/c2ccc(OCC#N)c(OC)c2)c1 | 0.2
Cc1ccc(C(=O)Nc2ncc(Cc3ccc(F)cc3)s2)o1 | 0.2
CC1(C)O[C@@H]2[C@H](O1)[C@@H](COS(=O)(=O)O)O[C@H]2n1cc(Br)c(=O)[nH]c1=O | 0.2
O=C(NC1CCCCC1)C(c1ccco1)N(C(=O)c1csnn1)c1cccc(Cl)c1 (stereo unspecified) | -4.9
O=C(Cc1ccccc1)Nc1ccc(C(=O)NCC2COc3ccccc3O2)cc1 (stereo unspecified) | 2.0
O=C(N/N=C/c1ccncc1)c1ccccc1 | -1.8
O=S(=O)(c1ccc(F)c(F)c1)N1CCN(c2ccccn2)CC1 | -4.2

Source: PubChem
